Screens: PubChem, Broad Institute
RAD54 inh: RAD54 (human) branch migration inhibition; inhibition, % at 10.4 µM; Q92698; AID 602329; RAD54 Holliday junction branch migration, FAM/BHQ fluorescence; 360,000 tested, 0.14% active;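 active means mean normalized replicate activity at least 40 and at least half of replicates scoring 40 or more; inconclusive means only one of the two criteria met; inactive means mean below 40 and under half of replicates reaching 40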;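 further: 0% = median of neutral control wells and 100% = median of positive control wells; inhibitors cause a drop in the FAM fluorescence signal; in these data hits start at about 50%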
INS-1E GSIS act: primary screen for activators of insulin secretion dependent on glucose, INS-1E cells, GLuc reporter luminescence. AID 743287. INS-1E GLuc reporter insulin secretion, 2-3 h. activation, % at 16.6 µM. 370,000 tested, 0.61% active;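 active means lowest replicate activation of at least 40%, so every replicate reaches that level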;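 further: 0% = median of neutral control wells and 100% = median of IBMX positive control wells; some compounds called inactive have numbers as strong as hits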
XiGFP reactiv: reactivates the inactive X chromosome in mouse fibroblasts. activation, % at 7.58 µM. AID 743238. 360,000 tested, 0.055% active. XiGFP mouse fibroblasts, % GFP-positive cells imaging, 3 d; cells co-treated with 5-aza-dC sensitizer; scaled so ellipticine positive control = 100%;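 active means mean normalized replicate activation at least 10% and every replicate at or above 10%; inconclusive means only one of the two criteria met; inactive means mean below 10% and not all replicates reach 10%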;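 further: 0% = median of on-plate neutral control wells and 100% = ellipticine 6 µM median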
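Material: XiGFP fibroblasts, SV40-immortalized. Buffer or medium: DMEM plus 5-aza-dC sensitizer. Compound: single concentration per compound, delivered by pin transfer. Times: 3 days compound exposure. Controls: ellipticine 6 µM.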
F508del corr: correctors of CFTR F508del function in bronchial epithelial cells | 350,000 tested, 0.36% active | activity (quench increase), % at 7.58 µM | CFBE cells, YFP halide quenching; stimulated with forskolin plus potentiator P3; % fluorescence drop versus neutral controls;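 active means mean added fluorescence quench of at least 8% versus neutral control, with both replicates also reaching 8%; inconclusive means only one of the mean or replicate conditions met; inactive means mean below 8% and not both replicates reaching 8%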;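 further: cells transiently co-express mutant CFTR-F508del with the halide-sensitive YFP; corrector assay measuring rescue of mutant channel to the surface after 24 h compound exposure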
RAD52 inh: blocks human RAD52 DNA annealing; 360,000 tested, 0.46% active; recombinant RAD52 DNA annealing, FRET fluorescence; P43351; inhibition, % at 18.7 µM;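 active means every replicate showing at least 50% inhibition; inconclusive means mean inhibition at least 50% but not in every replicate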
Target sequence (P43351 whole entry, looked up): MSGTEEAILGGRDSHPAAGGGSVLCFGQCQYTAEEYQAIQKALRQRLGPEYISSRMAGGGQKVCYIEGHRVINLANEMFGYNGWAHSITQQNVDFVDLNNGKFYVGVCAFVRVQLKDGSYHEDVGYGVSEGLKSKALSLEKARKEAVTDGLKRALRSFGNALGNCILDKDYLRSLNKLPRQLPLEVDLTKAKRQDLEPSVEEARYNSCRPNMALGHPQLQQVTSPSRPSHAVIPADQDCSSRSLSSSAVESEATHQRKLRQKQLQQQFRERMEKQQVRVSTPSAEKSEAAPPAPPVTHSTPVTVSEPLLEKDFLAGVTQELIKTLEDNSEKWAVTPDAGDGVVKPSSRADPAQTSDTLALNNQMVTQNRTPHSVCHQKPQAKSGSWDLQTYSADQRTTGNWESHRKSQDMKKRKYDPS
esBAF inh: blocks esBAF chromatin remodeling in mouse ES cells. 350,000 tested, 2% active. AID 602393. Bmi1-luciferase knock-in reporter, 24 h; 100% = twice the neutral-well signal. reporter increase, % at 12.5 µM; in the data active means activation above about 40%; inconclusive means no clear call, values can overlap the other calls;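 further: 0% = median of the plate's neutral control wells and 100% = double that signal; a rise in the Bmi1 reporter signal indicates esBAF inhibition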
ERAP1 inh: inhibitors of human ERAP1 aminopeptidase; Q9NZ08; recombinant ERAP1, Leu-AMC fluorescence, 60 min; inhibition, % at 10.7 µM; 340,000 tested, 0.15% active;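 active means mean replicate inhibition of at least 30%, or all replicates individually reaching that 30% level; inactive means mean below 30% and not every replicate reaching it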;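 further: 0% = neutral control wells and 100% = L-leucinethiol positive control wells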
ARNT-TACC3 inh: ARNT/TACC3 interaction disruption; inhibition, % at 9.99 µM; 390,000 tested, 0.66% active; Q9Y6A5; AlphaScreen His-ARNT PAS-B/GST-TACC3 binding, luminescence; TACC3 fragment carries E629A point mutation; AID 623870;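 active means mean inhibition of replicates at least 50% and at least half of replicates each reaching 50%; inconclusive means half or more replicates reach 50% but mean below 50%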;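 further: 0% = complete ARNT plus TACC3 wells and 100% = ARNT alone without TACC3; many hits fall short of the cut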
* = called active by the depositor.

`CC1(C)CC(=O)C2=C(C1)N1C(=C(C#N)C2c2ccc(Cl)cc2)N=C(N)c2ccccc21` (stereo not given) gave RAD54 inh 3, INS-1E GSIS act -20, XiGFP reactiv 0.3, F508del corr -0.8, RAD52 inh -23 and esBAF inh 9.
COc1ccc(OC)c2c1sc(=NC(=O)C1CCCCC1)n2C was read as RAD54 inh 0, INS-1E GSIS act -18, XiGFP reactiv 0.0, F508del corr 2.6, RAD52 inh -10, esBAF inh 3, ERAP1 inh 1 and ARNT-TACC3 inh -8.
O=C(Nc1ccc(-c2nc3ccccc3[nH]2)cc1)c1ccccc1NS(=O)(=O)c1ccc(F)cc1 was read as RAD54 inh -18, INS-1E GSIS act -13, XiGFP reactiv -0.1 and ARNT-TACC3 inh -3.
O=C(O)CCN1C(=O)/C(=C\c2ccncc2)SC1=S was read as RAD54 inh 1, INS-1E GSIS act 1, XiGFP reactiv -0.1, F508del corr -0.4, RAD52 inh -4, esBAF inh -9, ERAP1 inh 2 and ARNT-TACC3 inh 5.
Nc1c(C(=O)Nc2ccccc2)sc2ncc([N+](=O)[O-])cc12 was read as RAD54 inh 2, INS-1E GSIS act -5, XiGFP reactiv 0.0, F508del corr -1.7, RAD52 inh -29 and ERAP1 inh 0.
CCOC(=O)[C@@H]1[C@H]2COc3ccccc3[C@H]2N2C(=O)N(c3cccc(F)c3)C(=O)[C@]12C was read as RAD54 inh -16, INS-1E GSIS act -4, XiGFP reactiv 0.0, F508del corr 1.1, RAD52 inh -10, esBAF inh 5, ERAP1 inh -3 and ARNT-TACC3 inh -5.
`C[C@@H]1CN([C@@H](C)CO)C(=O)c2cc(NC(=O)Nc3ccc(C(F)(F)F)cc3)ccc2O[C@@H](C)CCCCO[C@@H]1CN(C)C(=O)Nc1ccccc1` gave INS-1E GSIS act -2, XiGFP reactiv 0.4, F508del corr -1.0, RAD52 inh 1 and ERAP1 inh 0.
For CCC(=O)OC1(C)C(=O)C=C2C=C(CCCC(=O)OC)OC=C2C1=O (stereo not given) the results were RAD54 inh -8, INS-1E GSIS act -17, XiGFP reactiv -0.1, F508del corr 4.0, RAD52 inh -87, esBAF inh -6, ERAP1 inh 0 and ARNT-TACC3 inh 8.
CC(C)c1csc(CN2CCC(CO)(Cc3cccc(F)c3)CC2)n1 was read as INS-1E GSIS act -2, XiGFP reactiv 0.4, F508del corr -4.6, RAD52 inh 0, ERAP1 inh 23 and ARNT-TACC3 inh 2.
Screening COC(=O)c1ccc(-n2c(C)cc(C(=O)COC(=O)C3=COCCO3)c2C)cc1 returned RAD54 inh -8, INS-1E GSIS act 5, XiGFP reactiv inconclusive, F508del corr 1.2, RAD52 inh -19, esBAF inh -8, ERAP1 inh 1 and ARNT-TACC3 inh 1.
Screening Cc1ccc(C)c(OCCCC(=O)N2CCOCC2)c1 returned RAD54 inh 2, INS-1E GSIS act 7, XiGFP reactiv 1.8, F508del corr -0.5, RAD52 inh -8, esBAF inh 23, ERAP1 inh -2 and ARNT-TACC3 inh 0.
Screening CCOC(=O)C1=C(C)N=c2s/c(=C\c3ccc(O)c([N+](=O)[O-])c3)c(=O)n2C1c1ccccc1OC (stereo not given) returned RAD54 inh -8, INS-1E GSIS act 10, XiGFP reactiv 0.0, F508del corr -2.9, RAD52 inh -14, esBAF inh -4, ERAP1 inh 1 and ARNT-TACC3 inh -1.
Cc1cc(C)c(NC(=O)C2CCCN(S(=O)(=O)c3c(C)noc3/C=C/N(C)C)C2)c(C)c1 (stereo not given) was read as RAD54 inh -3, INS-1E GSIS act -22, XiGFP reactiv 0.1, F508del corr -0.1, RAD52 inh -8, esBAF inh 2, ERAP1 inh 0 and ARNT-TACC3 inh -1.
`CN1C(=O)c2cc(NC(=O)C3CCCCC3)ccc2OC[C@H]2O[C@H](CC(=O)NC3CCCC3)CC[C@@H]21` gave INS-1E GSIS act 1, XiGFP reactiv 0.0, F508del corr -2.9 and esBAF inh -3.
O=C(Oc1ccc[nH]c1=O)c1cccc(Cl)c1 was read as RAD54 inh -1, INS-1E GSIS act 27, XiGFP reactiv 0.0, F508del corr 4.4, RAD52 inh -25, esBAF inh -8, ERAP1 inh 0 and ARNT-TACC3 inh -3.
`COc1ccc(C)cc1Nc1n[n+](-c2ccccc2)c(-c2cc(OC)c(OC)cc2Br)s1` gave RAD54 inh -10, INS-1E GSIS act 5, XiGFP reactiv 0.1, F508del corr 3.2, RAD52 inh 28, esBAF inh 3, ERAP1 inh -1 and ARNT-TACC3 inh 17.
O=C(NCC1CCCO1)c1ccc(S(=O)(=O)Nc2ccccc2F)cc1 (stereo not given) was read as INS-1E GSIS act 3, XiGFP reactiv 0.0, F508del corr 0.6, RAD52 inh -12, ERAP1 inh 0 and ARNT-TACC3 inh -5.
For Cc1ccc(C)c(N(CC(=O)NC2CCCC2)C(=O)c2csnn2)c1 the results were RAD54 inh -5, INS-1E GSIS act 0, XiGFP reactiv 0.6, F508del corr 0.6, RAD52 inh -11, esBAF inh -3, ERAP1 inh 4 and ARNT-TACC3 inh 0.
O=C(CSc1nnc2ccccn12)Nc1ccc(S(=O)(=O)N2CCOCC2)cc1 was read as INS-1E GSIS act -4, XiGFP reactiv 0.1, F508del corr 0.7, RAD52 inh -13, ERAP1 inh 3 and ARNT-TACC3 inh -8.
Screening COCCN1CCN(C(=O)c2ccc3nc(Cc4ccc(OC)c(OC)c4)oc3c2)CC1 returned RAD54 inh -2, INS-1E GSIS act -19, XiGFP reactiv 0.1, F508del corr 0.1, RAD52 inh -15, ERAP1 inh -4 and ARNT-TACC3 inh -3.
`O=c1c2ccccc2ncn1-c1cccc([N+](=O)[O-])c1` gave INS-1E GSIS act -4, XiGFP reactiv -0.1, F508del corr -2.3, RAD52 inh -16, ERAP1 inh 1 and ARNT-TACC3 inh 15.
`CSCCC(NC(=O)c1ccco1)C(=O)N1CCCCCCC1` (stereo not given) gave RAD54 inh -8, INS-1E GSIS act 10, XiGFP reactiv -0.1, F508del corr -2.9, RAD52 inh -4, ERAP1 inh 2 and ARNT-TACC3 inh 7.
CC(=O)N1CCN(c2ccc(NC(=O)c3cc4ccccc4o3)cc2)CC1 was read as RAD54 inh 11, INS-1E GSIS act -9, XiGFP reactiv 0.0, F508del corr 2.0, RAD52 inh -17, esBAF inh 4, ERAP1 inh -3 and ARNT-TACC3 inh 6.
`CC(C)NC(=O)c1nn2c(C(F)(F)F)cc(-c3ccco3)nc2c1Cl` gave RAD54 inh -21, XiGFP reactiv 0.4, F508del corr -7.3, RAD52 inh -16, esBAF inh 3, ERAP1 inh -2 and ARNT-TACC3 inh -5.
For Cc1ccc(CNC(=O)C(N=C2NS(=O)(=O)c3ccccc32)C(C)C)cc1 (stereo not given) the results were RAD54 inh -6, INS-1E GSIS act -25, XiGFP reactiv 0.2, F508del corr 1.4, RAD52 inh -11, esBAF inh -5, ERAP1 inh -6 and ARNT-TACC3 inh 1.
`O=C(CNc1cccc(S(=O)(=O)N2CCCC2)c1)Nc1cccc(F)c1` gave RAD54 inh -2, INS-1E GSIS act 1, XiGFP reactiv 0.0, F508del corr 1.6, RAD52 inh 0, esBAF inh 1, ERAP1 inh -1 and ARNT-TACC3 inh 2.
`CC(=O)Nc1ccc(NC(=O)C2(C)Cc3c(-c4ccccc4)ccnc3O2)cc1` (stereo not given) gave RAD54 inh -4, INS-1E GSIS act 10, XiGFP reactiv 0.0, F508del corr -0.7, RAD52 inh -6, esBAF inh 0 and ERAP1 inh 1.
For COc1ccccc1CN=C1NC(=O)C(CC(=O)Nc2ccc(C(C)=O)cc2)S1 (stereo not given) the results were RAD54 inh -11, INS-1E GSIS act -3, XiGFP reactiv 0.0, F508del corr 0.6, RAD52 inh -28, esBAF inh -10, ERAP1 inh 0 and ARNT-TACC3 inh 2.
`COC(=O)[C@]12CCCCC=C1N(CCC1=CCCCC1)C(=O)[C@H](CC(=O)NCc1cccc3ccccc13)C2` gave INS-1E GSIS act -8, XiGFP reactiv -0.1, F508del corr 3.9, RAD52 inh -1 and ERAP1 inh -2.
For COCCNC(=O)/C(C#N)=C1\N=C(NC(=O)c2ccco2)c2ccccc21 the results were RAD54 inh -9, XiGFP reactiv 0.1, F508del corr -1.6, RAD52 inh -21, esBAF inh -2 and ERAP1 inh 1.
Screening O=C(NCc1ccccc1)N1CCC(Cc2ccccc2)CC1 returned RAD54 inh 7, INS-1E GSIS act 11, XiGFP reactiv 0.3, F508del corr -0.3, RAD52 inh -11, esBAF inh 2, ERAP1 inh -1 and ARNT-TACC3 inh 9.
`COc1ccc(-c2ccc([C@H]3[C@H](CO)N4CCCCN(C(=O)c5ccc6c(c5)OCO6)C[C@@H]34)cc2)cc1` gave RAD54 inh 5, INS-1E GSIS act -29, XiGFP reactiv 0.4, F508del corr -3.1, RAD52 inh 49, esBAF inh 1, ERAP1 inh -2 and ARNT-TACC3 inh 2.
`COc1cccc(N(C(=O)c2snc(C(N)=O)c2N)C(C(=O)NCc2ccccc2)c2ccc(O)cc2)c1` (stereo not given) gave RAD54 inh -11, INS-1E GSIS act -7, XiGFP reactiv 0.3, F508del corr 1.2, RAD52 inh -5, esBAF inh -4, ERAP1 inh 4 and ARNT-TACC3 inh -1.
Screening Cc1onc(-c2c(F)cccc2Cl)c1C(=O)N1CCOC12CCCCC2 returned INS-1E GSIS act -5, XiGFP reactiv 0.4, RAD52 inh 2, ERAP1 inh 5 and ARNT-TACC3 inh -4.
Screening COc1cccc(OC)c1C(=O)N1CCN(Cc2c[nH]c3ccccc23)CC1 returned RAD54 inh -10, INS-1E GSIS act -8, XiGFP reactiv 0.1, F508del corr -0.5, RAD52 inh -2, esBAF inh -13 and ERAP1 inh 1.
CCOc1ccc(CCN2C(=O)C(=O)N([C@@H](CC(C)C)CN3CCC[C@@H]3CN3C(=O)C(=O)NC[C@@H]3Cc3ccccc3)C[C@@H]2Cc2ccc(O)cc2)cc1 was read as RAD54 inh -1, INS-1E GSIS act -31, XiGFP reactiv 0.3, F508del corr -1.3, RAD52 inh -12, esBAF inh 4, ERAP1 inh 2 and ARNT-TACC3 inh 1.
For O=C(CSc1nnc(CNC(=O)c2ccccc2F)o1)Nc1ccc2c(c1)OCO2 the results were RAD54 inh -2, INS-1E GSIS act -1, XiGFP reactiv 0.4, F508del corr 1.2, RAD52 inh -19, esBAF inh -2, ERAP1 inh -6 and ARNT-TACC3 inh -2.
Screening C[C@@H]1CN([C@@H](C)CO)C(=O)c2cccc(NC(=O)C3CC3)c2O[C@H]1CN(C)C returned RAD54 inh -3, INS-1E GSIS act -9, XiGFP reactiv 0.0, F508del corr 1.7, RAD52 inh 0, esBAF inh 4, ERAP1 inh -2 and ARNT-TACC3 inh -1.
For NC(=O)c1cccc(-c2cccc(OC(=O)NC3CCCCC3)c2)c1 the results were RAD54 inh 8, INS-1E GSIS act -1, XiGFP reactiv -0.1, F508del corr -3.5, RAD52 inh -18, esBAF inh 27, ERAP1 inh -1 and ARNT-TACC3 inh 19.
O=[N+]([O-])c1cc(C(F)(F)F)cc([N+](=O)[O-])c1NCCCN1CCOCC1 was read as INS-1E GSIS act -5, XiGFP reactiv 0.0, F508del corr -0.3, RAD52 inh -2, ERAP1 inh 4 and ARNT-TACC3 inh 10.

Rows were taken by chance; about 3.3% have a hit in one of these screens.
